High-throughput results: PubChem, National Center for Advancing Translational Sciences (NCATS)
S3 lipid droplet: qHTS Assay for Lipid Storage Modulators in Drosophila S3 Cells; Potency in µM for hits, for the others lipid storage change, negative = inhibition, % at the top dose, mostly 46.1 µM; Drosophila S3 cells, BODIPY lipid droplet fluorescence, 18-24 h; cells fed with added oleic acid; hit rate 0.64% among 320,000; AID 2685, 2010; active means well fitted inhibition curve with a large enough effect in the signal ratio, with a control signal flat, not every such curve was filed as active; inconclusive means small, poorly fitted or top-dose-only effect, or effect the other way, or a change in a side signal; the % refers to the signal ratio
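Drosophila S3 cells got compounds at several concentrations plus oleic acid (400 uM solution). Laser-scanning cytometry with 488 nm excitation read lipid droplets at 500-530 nm and cells at 575-640 nm. Percent activity was relative to 20 uM Triacsin C.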
S3 lipid droplet cell count max: also measured in S3 lipid droplet; calls as there; cell number change, %; measured here: cell count max response;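 cells counted by Cell Tracker Red CMTPX staining in the red channel; peak over a dose series mostly up to 46.1 µM; percent activity relative to internal control wells on each plate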
The depositor's hits bear a star; i = inactive; ? = inconclusive; nt = no result given; [ ] = dose if it differs, or a comment. On the % scale 0 is the no-effect control and ±100 the full control effect; potency means the concentration at half of the fitted maximal effect.

SMILES	S3 lipid droplet	S3 lipid droplet cell count max
COC(=O)NCC(c1cccnc1)N1CCN(c2ccccc2)CC1 (centres undefined)	6%	-7
CCCCc1ccc(S(=O)(=O)N2CCN(C(=O)c3ccco3)CC2)cc1	?	nt
Cc1ccc(CCNC(=O)c2ccc(CS(=O)(=O)Cc3ccc(F)cc3)o2)cc1	i	-24
Cc1ccc(NS(=O)(=O)c2cc(C(=O)N3CCOCC3)ccc2C)cc1	?	nt
CC1CCCN(S(=O)(=O)c2ccc3c(c2)CCN3C(=O)C2CCC2)C1 (centres undefined)	?	nt
Cc1ccc(Cn2nc(C)cc2C(=O)Nc2ccccc2Cl)cc1	2%	5
COc1cccc2sc(Nc3nc(C)c(C(C)=O)s3)nc12	i	nt
N#CC(c1ccccc1)N(CCCCl)C(=O)c1ccc(Br)cc1 (centres undefined)	?	nt
C=CCn1c(SCC(=O)c2c(N)n(C)c(=O)n(C)c2=O)nnc1-c1ccccc1F	?	nt
Cc1cc(C)n(S(=O)(=O)c2ccc(C)c(C)c2C)n1	?	nt
COc1ccc(NC(=O)C(c2ccccc2)N(C)C(=O)c2ccc(=O)[nH]c2)cc1 (centres undefined)	13%	8
Cc1c(N=Cc2ccc(Br)s2)cccc1[N+](=O)[O-]	0%	-11
COCCn1c(C)cc(C(=O)Cn2nc(C(=O)O)c3ccccc3c2=O)c1C	?	nt
CSc1ccc(S(=O)(=O)NCCCOC(C)C)cc1	-6%	1
CCOc1ccccc1NC(=O)N1CCCC1C(=O)Nc1ccc(-n2cnnn2)c(C)c1 (centres undefined)	i	18
Cc1ccc(NC(=O)C2CC(=O)n3c(nc4ccccc43)N2)cc1C (centres undefined)	-2%	1
Cc1cc(C)c2cccc(N)c2n1	?	nt
CCOC(=O)c1ccc(NC(=O)CSc2nc3c(c(=O)n2C)SC(C)C3)cc1 (centres undefined)	?	nt
COCCNC(=O)C(=O)NCC1OCCCN1S(=O)(=O)c1cccs1 (centres undefined)	?	nt
CCc1nnc2c(N(C)C)nc3ccccc3n12	?	nt
CC1=C(C(=O)Nc2ccccn2)C(c2ccc(Br)cc2)NC(=S)N1 (centres undefined)	1%	4
CCOC(=O)N1CCC(NC(=O)C(NC(=O)C2CCCCC2)C(C)C)CC1 (centres undefined)	?	nt
COC(=O)/C(=C\Nc1ccccc1)NC(=O)c1ccc(Cl)cc1Cl	?	nt
COc1ccc(OC)c(N/C(N)=N/c2nc(C)cc(C)n2)c1	-33%	nt
O=C(Nc1ccc(F)cc1)NC1CCCCCCC1	?	nt
Cc1ccccc1N1CN(Cc2ccco2)CNC1=S	14%	5
O=C1c2ccccc2C(=O)N1c1ccc(Cc2ccncc2)cc1	-24%	-27
N#C[C@]1(S(=O)(=O)c2ccccc2)C[C@@H]2ON=C(c3cccc(Br)c3)[C@@H]2C1	?	nt
C[C@@]12C(=O)N(c3cccc(F)c3)C(=O)N1[C@H](c1ccc(Cl)cc1)[C@@H]1C(=O)N(C3CCCCC3)C(=O)[C@@H]12	?	nt
Cc1cc(=O)oc2c3c(cc(OCC(=O)NC4CC4)c12)OC(C)(C)CC3	?	nt
COCCNS(=O)(=O)c1ccc(Cl)c(C(=O)NC2CCN(Cc3ccccc3)CC2)c1	?	nt
O=C(CSc1nnc(-c2ccccc2)o1)NC1CC1	2%	-5
COc1ccc(NC(=O)c2ccc(S(=O)(=O)N3CCCCC3)cc2)c(OC)c1	i	-34
FC(F)(F)c1nc2nncn2c2c1CCCCC2	i	-10
Cc1cc(N(C)NC(=S)Nc2ccccc2)nc(C)n1	21%	24
Nc1ccc2nc(-c3ccccc3)c(-c3ccccc3)nc2c1	i	-9
COc1ccc(OC)c2sc(N3CCCCC3)nc12	?	nt
CCOc1ccc(CN2CCNC(=O)C2CC(=O)NCCC2=CCCCC2)cc1 (centres undefined)	1%	0
O=c1oc(-c2ccccc2)cc(Cl)c1Cl	?	nt
CN(Cc1ccc(F)cc1)C(=O)c1cccc(S(=O)(=O)NCc2ccccc2)c1	?	nt

Record cards, as listed above:
Profile of CCOc1ccc(CN2CCNC(=O)C2CC(=O)NCCC2=CCCCC2)cc1 (centres undefined) : S3 lipid droplet = 1%; S3 lipid droplet cell count max = 0
Profile of Nc1ccc2nc(-c3ccccc3)c(-c3ccccc3)nc2c1 : S3 lipid droplet = i; S3 lipid droplet cell count max = -9

The listing continues.
SMILES	S3 lipid droplet	S3 lipid droplet cell count max
O=C(NNc1nc2c(F)cccc2s1)c1ccc(F)cc1	?	nt
CCOCCc1nnc(NC(=O)CCC2CCCCC2)s1	i	-19
CCC(=O)NC(c1ccc(C)cc1)c1cc([N+](=O)[O-])c2cccnc2c1O (centres undefined)	?	nt
CCOC(=O)C1=C(N)OC(CCl)=C(C#N)C1c1ccsc1 (centres undefined)	?	nt
Cc1ccc(C(=O)Nc2ccccc2C(=O)O)cc1S(=O)(=O)Nc1ccccc1	?	nt
Cc1ccsc1CNn1cnnc1SCc1ccc(Cl)cc1	-3%	-28
CC1(C)Cc2c(ccc3ccccc23)/C(=C/C#N)N1	1%	-8
CCc1ccc(Nc2nnc(SCC(=O)Nc3cccc(S(=O)(=O)NC4=NCCCCC4)c3)s2)cc1	?	nt
C(=N\N(Cc1ccccc1)c1ccccc1)/c1ccco1	?	nt
CC(C)=C1C2CCC1C(C(=O)NCc1ccccc1)C2C(=O)O (centres undefined)	26µM*	-4.7*
COCCCNC(=O)Cn1c(=O)n(CC(=O)NCCc2ccc(OC)c(OC)c2)c(=O)c2sccc21	?	nt
CCN(Cc1ccccc1)c1ccc(/C=C(\C#N)c2ccccn2)cc1	-15%	-16
COc1ccc(-c2nc(C#N)c(NCCCN3CCOCC3)o2)cc1	?	nt
CCOC(=O)c1nn(-c2ccc(C)c(C)c2)cc1O	i	nt
NS(=O)(=O)c1ccc(CNC(=O)c2cc(-c3cccnc3)nc3ccccc23)cc1	?	nt
COc1ccc(N2C(=O)CC(Sc3ncccc3C(=O)O)C2=O)cc1 (centres undefined)	?	nt
CCOC(=O)c1c[nH]c(=O)c(Br)c1O	-1%	-4
C=CCNC(=O)CCCC(=O)NCC=C	12%	8
O=C(CCC(=O)N(CC(=O)NC1CCCC1)Cc1cccs1)Nc1nccs1	?	nt
COc1ccc(/C(O)=C2/C(=O)C(=O)N(CC3CCCO3)C2c2ccc(OC)c(OC)c2)cc1 (centres undefined)	17%	nt

A section from further up, for reference:
SMILES	S3 lipid droplet	S3 lipid droplet cell count max
Cc1cc(C)c2cccc(N)c2n1	?	nt
CCOC(=O)c1ccc(NC(=O)CSc2nc3c(c(=O)n2C)SC(C)C3)cc1 (centres undefined)	?	nt
COCCNC(=O)C(=O)NCC1OCCCN1S(=O)(=O)c1cccs1 (centres undefined)	?	nt
CCc1nnc2c(N(C)C)nc3ccccc3n12	?	nt
CC1=C(C(=O)Nc2ccccn2)C(c2ccc(Br)cc2)NC(=S)N1 (centres undefined)	1%	4

Other records
SMILES	S3 lipid droplet	S3 lipid droplet cell count max
CS/C(N)=N/S(=O)(=O)c1ccc(NC(C)=O)cc1	?	nt
Cc1c(NC(=O)CSc2nnnn2-c2ccc(O)cc2)c(=O)n(-c2ccccc2)n1C	?	nt
CS(=O)(=O)N1CCN(CCN2C(=O)c3cccc4cccc(c34)C2=O)CC1	13%	1
CCCC(=O)Nc1nc2ccc3nc(C)sc3c2s1	i	2
CCC(CC)NC(=O)c1ccccc1Oc1ccccc1	i	nt
S=C(Nc1cccc(Cl)c1Cl)NC1CCN(Cc2ccccc2)CC1	i	-14
COc1ccc(/C=N/n2cnc3c([nH]c4ccccc43)c2=O)cc1COc1ccccn1	0%	1
COC(=O)CCCC1=CC2=CC(=O)C(C)(OC(=O)CCc3ccccc3)C(=O)C2=CO1 (centres undefined)	?	nt
CCOC(=O)C1(Cc2cccc(Cl)c2)CCCN(C(=O)C(C)(C)C)C1 (centres undefined)	?	nt
C1=CC2c3ccccc3NC(c3ccncc3)C2C1 (centres undefined)	?	nt
COc1cccc(CN(CC(=O)NCc2ccccc2)S(=O)(=O)CCl)c1	?	nt
Nn1cc(-c2ccccc2)nc1SCC(=O)NCC1CCCO1 (centres undefined)	?	nt
CCc1ccc(NC(=O)Cn2c(=O)c3cccn3c3ccccc32)cc1	?	nt
CCOc1cccc(SCc2noc(C(=O)NCCOC)c2C(=O)O)c1	?	nt
O=C(NCc1ccco1)C1CC(c2cc(C(F)(F)F)cc(C(F)(F)F)c2)=NO1 (centres undefined)	8%	-4
COc1ccc(C(C)=O)cc1CN1C(=O)NC(CC(C)C)C1=O (centres undefined)	?	nt
COc1ccc(N(C(=O)CCC(=O)Nc2cc(C)on2)C(C(=O)NC2CCCC2)c2ccco2)cc1 (centres undefined)	?	nt
COc1ccccc1CC(NC(C)=O)C(=O)NC1CCN(C(=O)c2ccc(C)cc2)CC1 (centres undefined)	?	nt
COc1ccnc(Oc2ccc(F)cc2)c1C(=O)N/C=N/OCc1c(Cl)cccc1Cl	?	nt
CCCCn1c(NC(=O)c2ccccc2)nc2ccccc21	?	nt

Among those listed so far, these have a CF3 group:
SMILES	S3 lipid droplet	S3 lipid droplet cell count max
FC(F)(F)c1nc2nncn2c2c1CCCCC2	i	-10
O=C(NCc1ccco1)C1CC(c2cc(C(F)(F)F)cc(C(F)(F)F)c2)=NO1 (centres undefined)	8%	-4

In the list so far, these have bromine:
SMILES	S3 lipid droplet	S3 lipid droplet cell count max
N#CC(c1ccccc1)N(CCCCl)C(=O)c1ccc(Br)cc1 (centres undefined)	?	nt
Cc1c(N=Cc2ccc(Br)s2)cccc1[N+](=O)[O-]	0%	-11
CC1=C(C(=O)Nc2ccccn2)C(c2ccc(Br)cc2)NC(=S)N1 (centres undefined)	1%	4
N#C[C@]1(S(=O)(=O)c2ccccc2)C[C@@H]2ON=C(c3cccc(Br)c3)[C@@H]2C1	?	nt
CCOC(=O)c1c[nH]c(=O)c(Br)c1O	-1%	-4

Further entries follow:
SMILES	S3 lipid droplet	S3 lipid droplet cell count max
O=C(NNc1ccc(Cl)cc1)c1c(F)cccc1Cl	?	nt
O=C(COc1cc2oc(=O)c3c(c2cc1Cl)CCC3)Nc1ccccn1	?	nt
O=C1CSC(=S)N1Cc1cccnc1	?	nt
Cc1ccc(-c2nn(-c3ccccc3)cc2NC(=O)CCl)cc1	?	nt
Cc1ccc(S(=O)(=O)N2CCN(C(=O)CN3C(=O)c4ccc([N+](=O)[O-])cc4C3=O)CC2)cc1C	?	nt
O=C(CN1C(=O)CCC1=O)Nc1ccc2c3c(cccc13)CC2	?	nt
Cc1ccc(OC(=O)CCC(=O)Nc2ccc(S(=O)(=O)Nc3cc(C)on3)cc2)cc1	-3%	29
O=C(Nc1ccccc1Cl)c1ccc2nsnc2c1	13%	16
O=C(CSc1nnc2ccc(-c3ccccn3)nn12)Nc1ccccc1F	?	nt
Cc1ccc(OCCNC(=O)c2ccc(COc3ccccc3)o2)cc1	i	22
O=C(NCCCc1ccccc1)c1ccccc1	?	nt
O=C(CN1CCCCC1)N1N=C(c2cccs2)CC1c1cccs1 (centres undefined)	0%	18
CCOC(=O)C1=C(C)NC(C)=C(C(=O)OCC)C1c1sccc1C	?	nt
CC1=C(/C=C/C(C)=N\NC(=O)c2ccncc2)C(C)(C)CCC1	0%	-10
O=C(NCCCN1CCCC1=O)Nc1ccccc1F	9%	0
COC(=O)Nc1ccc(S(=O)(=O)N2CCCC(C(=O)NC3CCS(=O)(=O)C3)C2)cc1 (centres undefined)	?	nt
CC(C)CCOc1ccc(C(=O)NN2C(=O)NC3(CCCCC3)C2=O)cc1	28%	21
O=C(c1ccc(F)cc1)N1CCN(c2cc(N3CCCCC3)c(F)cc2[N+](=O)[O-])CC1	?	nt
CCCOc1cc(CN2CCCCC2)cc(C(C)=O)c1	?	nt
Clc1ccc(-n2cccc2CN2CCc3c([nH]c4ccccc34)C2c2ccccn2)nc1 (centres undefined)	5%	12
CC1(c2ccc(OC(F)F)cc2)NC(=O)N(CC(=O)Nc2ccc(N3CCCCC3)cc2)C1=O (centres undefined)	?	nt
Cc1cc2nc(-c3ccc(=O)[nH]c3)n(C)c2cc1C	-8%	6
COc1ccccc1NS(=O)(=O)c1cc(C(=O)NCC(C)(C)N2CCOCC2)ccc1C	?	nt
CC(C)(C)c1nnc2sc(SCC(=O)NCc3ccco3)nn2c1=O	?	nt
O=C(CN1CCN(C(=O)C2COc3ccccc3O2)CC1)Nc1ccc(F)cc1 (centres undefined)	-1%	-16
CCCOC1CCCN(C(=O)c2ccc(OC3CCN(C(=O)CCOC)CC3)cc2)C1 (centres undefined)	-1%	4
O=CN1CCN(C(C(=O)NC2CCCC2)c2cc3c(cc2[N+](=O)[O-])OCO3)CC1 (centres undefined)	?	nt
COc1ccc(-c2csc(N(CC3CCCO3)C(=O)c3ccco3)n2)cc1 (centres undefined)	?	nt
COc1cc(OC)c(OC)cc1/C=N/N(C)c1ccccc1	?	nt
Cc1cc(C)n(-c2nnc(N3CCN(c4ccccc4)CC3)nn2)n1	?	nt
O=C(CSc1nnc(NC(=O)C2CC2)s1)NCc1ccccc1	29%	21
O=C(NCc1ccccc1)C1=C[C@H](c2csc3ccccc23)C[C@H](OCCCCO)O1	?	nt
CCOC(=O)c1ccc(N=c2scc(C)n2CC)cc1	?	nt
Cc1cccc(NC(=O)N2CCN(Cc3ccc4c(c3)OCO4)CC2)c1C	-4%[9.22 µM]	3
COc1ccc(Cn2cnc3c(N)c(C)c(C)cc32)cc1	?	nt
Cc1cc(Cl)ccc1NNC(=O)CCc1ccccc1	i	nt
CCOC(=O)C1=C(C)OC(N)=C(C(=O)OCC)C1c1cccnc1 (centres undefined)	?	nt
Cc1ccc(S(=O)(=O)/N=C(/NNC(=O)c2cccc(Cl)c2)c2ccccc2)cc1	i	-21

Not all compounds are listed; rates above refer to the full screens.
